# S aureus QS inh: inhibitors of bacterial quorum sensing in S. aureus. AID 527. inhibition, % at 2 µM. 0.3% of 24,000 active. S. aureus RN6390 RNAIII-GFP reporter, AIP-induced, flow cytometry 3 h;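 active = share of bacteria positive for the green fluorescent reporter and its mean brightness both inhibited by 50% or more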;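 note: 0% = AIP-stimulated control and 100% = unstimulated bacteria without AIP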
# S aureus QS inh GFP MFI %: recorded beside S aureus QS inh, whose call it bears; inhibition, %; measured here: inhibition of GFP MFI
# An asterisk follows results filed as active. These rows are one share of the data. The share of hits here may be higher or lower than overall.
SMILES,S aureus QS inh,S aureus QS inh GFP MFI %
CC(=O)c1cccc(NC(=O)N2C3CCC2CC(O)(c2cccnc2)C3)c1 (stereo unspecified),3,11
Cn1c2ccc(F)cc2c2ncn(CCN3CCOCC3)c(=O)c21,0,-37
Cc1cccc(-n2ncc(C#N)c2N)c1,-2,-3
O=C(CSc1nnc(CNC(=O)c2c(F)cccc2Cl)o1)Nc1ccc2c(c1)OCCO2,0,-2
CCOc1ccc(CNC(=O)CCn2c(=O)oc3ccccc32)cc1,-1,-1
CCOC(=O)c1c(C)nc(-c2ccccc2)nc1NC(=O)CC,3,14
c1ccc(OCCCn2nnc(-c3ccncc3)n2)cc1,-4,-6
COc1ccc(N(CC(=O)NCc2ccccc2)S(=O)(=O)c2c(C)noc2C)cc1,0,-25
CCOC(=O)N1CCC(NC(=O)C2CCN(c3ccc(N4CCOCC4)nn3)CC2)CC1,3,9
Cc1[nH]c(C)c2c(=O)n(-c3ccccc3)ncc12,-8,-16
Cc1cc(Nc2ccc(F)cc2)n2nc(C)nc2n1,-2,-1
CCN(CCCc1ccccc1)CCCc1ccccc1,-1,14
CCOC(=O)N1CCN(c2nc(-c3ccco3)cc(C(F)(F)F)n2)CC1,0,7
COc1ccc(/C(CC2(O)C(=O)Nc3ccccc32)=N\O)cc1 (stereo unspecified),1,0
N#CC1=C(N)SC(N)=C(C#N)C1CCc1ccccc1,9,18
CC(C)OC(=O)c1ccc(NC(=O)C2C3CC4OC(=O)C2C4C3)cc1 (stereo unspecified),-8,-10
CCOC(=O)C1CCCN(c2c(N3CCN(c4cccc(Cl)c4)CC3)c(=O)c2=O)C1 (stereo unspecified),2,16
CCOC(=O)c1c(C)n(C)c2ccc(OCC(N)=O)cc12,-4,-12
CCOc1cc(C2C(C#N)=C(N)Oc3n[nH]c(CC)c32)ccc1OCCN1CCOCC1 (stereo unspecified),-1,-10
COc1ccc(Cl)cc1NC(=O)CCN1CCN(c2ccccc2C)CC1,5,14
COC(=O)c1ccc2c(=O)n(CCCCCC(=O)N3CCN(c4ccc(F)cc4)CC3)c(=O)[nH]c2c1,-2,-10
O/N=C/c1ccc(OCC(O)COc2ccc(/C=N/O)cc2)cc1,0,13
Cc1cc(C)n2nc[n+](C)c2n1,-1,-6
Cc1cccc(NC(=O)CCNS(=O)(=O)c2cccc3nsnc23)c1,0,-4
O=S(=O)(c1cccc(F)c1)N1CCN(Cc2ccc3c(c2)OCO3)CC1,-4,14

# 23 entries from above, arranged by molecular weight, low to high:
SMILES,S aureus QS inh,S aureus QS inh GFP MFI %
Cc1cc(C)n2nc[n+](C)c2n1,-1,-6
Cc1cccc(-n2ncc(C#N)c2N)c1,-2,-3
Cc1[nH]c(C)c2c(=O)n(-c3ccccc3)ncc12,-8,-16
Cc1cc(Nc2ccc(F)cc2)n2nc(C)nc2n1,-2,-1
c1ccc(OCCCn2nnc(-c3ccncc3)n2)cc1,-4,-6
N#CC1=C(N)SC(N)=C(C#N)C1CCc1ccccc1,9,18
CCOC(=O)c1c(C)n(C)c2ccc(OCC(N)=O)cc12,-4,-12
COc1ccc(/C(CC2(O)C(=O)Nc3ccccc32)=N\O)cc1 (stereo unspecified),1,0
CCOC(=O)c1c(C)nc(-c2ccccc2)nc1NC(=O)CC,3,14
O/N=C/c1ccc(OCC(O)COc2ccc(/C=N/O)cc2)cc1,0,13
CCOc1ccc(CNC(=O)CCn2c(=O)oc3ccccc32)cc1,-1,-1
CC(C)OC(=O)c1ccc(NC(=O)C2C3CC4OC(=O)C2C4C3)cc1 (stereo unspecified),-8,-10
CC(=O)c1cccc(NC(=O)N2C3CCC2CC(O)(c2cccnc2)C3)c1 (stereo unspecified),3,11
CCOC(=O)N1CCN(c2nc(-c3ccco3)cc(C(F)(F)F)n2)CC1,0,7
Cc1cccc(NC(=O)CCNS(=O)(=O)c2cccc3nsnc23)c1,0,-4
O=S(=O)(c1cccc(F)c1)N1CCN(Cc2ccc3c(c2)OCO3)CC1,-4,14
COc1ccc(Cl)cc1NC(=O)CCN1CCN(c2ccccc2C)CC1,5,14
COc1ccc(N(CC(=O)NCc2ccccc2)S(=O)(=O)c2c(C)noc2C)cc1,0,-25
CCOC(=O)C1CCCN(c2c(N3CCN(c4cccc(Cl)c4)CC3)c(=O)c2=O)C1 (stereo unspecified),2,16
CCOc1cc(C2C(C#N)=C(N)Oc3n[nH]c(CC)c32)ccc1OCCN1CCOCC1 (stereo unspecified),-1,-10
CCOC(=O)N1CCC(NC(=O)C2CCN(c3ccc(N4CCOCC4)nn3)CC2)CC1,3,9
O=C(CSc1nnc(CNC(=O)c2c(F)cccc2Cl)o1)Nc1ccc2c(c1)OCCO2,0,-2
COC(=O)c1ccc2c(=O)n(CCCCCC(=O)N3CCN(c4ccc(F)cc4)CC3)c(=O)[nH]c2c1,-2,-10

# The listing continues:
SMILES,S aureus QS inh,S aureus QS inh GFP MFI %
O=C(O)C12CC3CC(C1)CC(n1cnc(Cl)n1)(C3)C2,8,24
CN(Cc1ccccc1)C(=O)c1ccccc1NC(=O)c1ccco1,-5,-49
CCOc1ccc(-c2cc(CCCC(=O)NCCc3ccc(OC)c(OC)c3OC)no2)cc1,6,19
COc1ccc(S(=O)(=O)NCc2ccco2)cc1-c1nnc2c3ccccc3c(C)nn12,-1,13
O=C(COC(=O)C1CC2C=CC1C2)Nc1ccc2c(c1)OC(F)(F)O2 (stereo unspecified),-1,27
CCOC(=O)N1CCN(C(=O)c2ccc(CS(=O)(=O)c3c(Cl)cccc3Cl)o2)CC1,0,-5
COc1ccc(N(CC(=O)NCc2ccc3c(c2)OCO3)S(=O)(=O)c2c(C)nn(C)c2C)cc1,-2,-4
CCCNC(=O)c1c(N)n(-c2cc(OC)cc(OC)c2)c2nc3ccccc3nc12,1,33
COc1ccc(OC)c2[nH]c(=O)c(CCNS(=O)(=O)c3ccc(Cl)cc3)cc12,0,8
CC(NC(=O)c1cccc(F)c1)C(c1cccs1)N1CCN(C)CC1 (stereo unspecified),-3,-1
Cc1ccc(N(CC(=O)NC2CCCCCC2)S(=O)(=O)c2c(C)nn(C)c2C)cc1,-1,1
CCOC(=O)CN1CC23C=CC(O2)C(C(=O)Nc2ccc(OC)cc2OC)C3C1=O (stereo unspecified),4,20
CSc1nc2c(c(=O)[nH]1)C(c1cccs1)C1=C(CCCC1=O)N2 (stereo unspecified),-1,-21
O=C(NCc1ccccn1)c1ccc(N2CCCC2=O)cc1,-2,0
COc1ccc(N2CCN(C3CC(=O)N(C)C3=O)CC2)cc1 (stereo unspecified),-1,5
CC1=C(C)[N+](=O)C2CCCCC2N1[O-] (stereo unspecified),0,-4
Cc1cccc(N2CCN(C(=O)C3CCN(c4nnc(-n5cccc5)s4)CC3)CC2C)c1 (stereo unspecified),-3,-42
O=C(c1oc(=O)c2ccccc2c1-c1ccccc1)N1CCC(O)CC1,-2,2
C/C(N)=C(/C#N)C(=O)COC(=O)c1cc(S(=O)(=O)N2CCCCC2)ccc1C,0,1
CCOC(=O)CC(=O)Nc1c(C)cc(C)cc1C,-7,-9
COc1ccc(-n2c(SCC(N)=O)nc3sc4c(c3c2=O)CCN(C)C4)cc1,0,4
CN1C(=O)c2ccc(S(=O)(=O)c3ccc(C(=O)O)cc3)cc2C1=O,0,21
CC1CCc2nn(CC(=O)NCCC3=CCCCC3)cc2C1 (stereo unspecified),0,-8
COc1ccc(Br)cc1S(=O)(=O)N1CCOCC1,1,9
COc1ccc(-c2cc(CCCC(=O)NCCc3cc(OC)ccc3OC)no2)cc1,0,-5
SMILES,S aureus QS inh,S aureus QS inh GFP MFI %
CCOC(=O)N1CCN(C(=O)CCc2c(C)nc3nc(C)nn3c2C)CC1,0,7
COc1ccc(-c2coc3cc(O)ccc3c2=O)cc1OC,6,22
O=C(CN1C(=O)c2ccccc2C1=O)Nc1cccc2cccnc12,33,37
COC(=O)c1cc(Br)c(=O)n(CCc2ccc(F)cc2)c1,-9,-14
C=C(C)Cn1c(CCCNC(=O)CC)nc2ccccc21,17,37
COc1ccc(-n2c(Cc3cccn3C)nnc2SCC(=O)Nc2cccc(OC)c2)cc1,-2,-5
Cn1nccc1C(=O)NCCN1C(=O)OC(C)(C)C1(C)O (stereo unspecified),1,14
Cc1ccc(NC(=O)CSc2nnc(Cc3cccn3C)n2-c2ccc(F)cc2)cc1,-1,6
CCCCOC(=O)c1ccc(NC(=O)c2cnc3n(c2=O)CCS3)cc1,-3,-16
COc1cccc(-c2nnc(SCC(=O)Nc3cc(C)on3)o2)c1,0,25
Cc1ccc(C)c(Cn2cnc3c(cnn3C(C)(C)C)c2=O)c1,15,20
CCn1cc(C(=O)NC2CCc3ccccc32)c(=O)c2ccc(C)nc21 (stereo unspecified),0,11
CCOC(=O)N1CCN(C(=O)c2ccc3nc(SCc4ccc(F)cc4)n(C)c3c2)CC1,-5,-19
CCCNC(=O)c1ccc2c(c1)ncn2-c1ccccc1OC,3,8
CC(O)c1nc2ccc(Cc3ccc4nc(C(C)O)[nH]c4c3)cc2[nH]1 (stereo unspecified),-5,-28
CCSc1oc(-c2ccco2)nc1S(=O)(=O)c1ccc(F)cc1,-15,-83
O=C(NCCCN1CCOCC1)c1ccc(CS(=O)(=O)c2c(Cl)cccc2Cl)o1,-3,-1
COc1cccc(CC(NC(C)=O)C(=O)NC2CCN(c3c4c(nc5ncnn35)CCC4)CC2)c1 (stereo unspecified),0,2
CCOC(=O)Cn1c(=O)oc2cc(S(=O)(=O)NCC3CCCO3)ccc21 (stereo unspecified),-5,-4
Cc1nc2ccc(S(=O)(=O)NC(C(=O)N3CCC(C)CC3)C(C)C)cc2s1 (stereo unspecified),0,10
CCOC(=O)N1CCC(NC(=O)Cn2ncc3c2-c2cc(C)ccc2OC3)CC1,0,-8
O=C(Nc1nccs1)C1CCCN1S(=O)(=O)c1cccc2cccnc12 (stereo unspecified),11,7
COC(=O)c1ccc2c(c1)C(=O)N(C1CCCCC1)C2=O,-1,-29
CCOC(=O)C1=C(C)NC2=C(C(=O)CC(C)(C)C2)C1c1ccc(N(C)C)cc1 (stereo unspecified),-1,-15
Cc1ccc(CN2CC34C=CC(O3)C(C(=O)NCc3ccc5c(c3)OCO5)C4C2=O)cc1 (stereo unspecified),-1,-5
SMILES,S aureus QS inh,S aureus QS inh GFP MFI %
CC1(C)CC2CC(C)(CN2S(=O)(=O)c2ccc(N)cc2)C1 (stereo unspecified),1,20
CN(Cc1ccco1)C(=O)Cn1c(=O)oc2cc(S(=O)(=O)NCc3ccccc3)ccc21,0,9
COc1cc(NS(=O)(=O)c2ccc(N)cc2)ncn1,2,7
COC(=O)C(Cc1ccccc1)NC(=O)CSc1nc(C)cc(=O)[nH]1 (stereo unspecified),-4,-10
O=C(CSc1nccc2ccccc12)N1CCN(Cc2ccc3c(c2)OCO3)CC1,4,7
Cc1cc(NC(=O)COC(=O)C2COc3ccccc3O2)no1 (stereo unspecified),0,-20
CCOc1ccc(-c2cc(CCCC(=O)Nc3cc(OC)ccc3OC)no2)cc1,-2,-6
CCOC(=O)N1CCC(C(N)=O)CC1,1,7
Cc1csc(NC(=O)C(CC(C)C)NS(=O)(=O)c2ccc3c(c2)oc(=O)n3C)n1 (stereo unspecified),14,41
CC(NC(=O)Cc1ccc(F)cc1)C(c1cccs1)N1CCN(C)CC1 (stereo unspecified),-3,-3
CC(=O)c1ccc(NS(=O)(=O)c2ccccc2)cc1,-4,-21
CCOCCCNC(=O)CN1C(=O)CSc2cc(S(=O)(=O)N3CCCCCC3)ccc21,0,19
CCN1CCCC1CNC(=O)C1CCCN(S(=O)(=O)c2cccc3nsnc23)C1 (stereo unspecified),6,28
COc1cc2c(cc1NC(=O)CN1CCN(S(=O)(=O)c3ccc(F)cc3)CC1)oc1ccccc12,3,11
COc1ccc(C2CC(c3cccs3)n3nc(N)nc3N2)cc1 (stereo unspecified),-2,-2
COCCCNCC(=O)Nc1ccc(OC(F)(F)F)cc1,0,2
Cc1noc(/C=C/NCc2cccnc2)c1S(=O)(=O)N(C)CC(=O)N1CCc2ccccc21,8,18
O=C(c1cccs1)N1CCN=C1SCc1cccnc1,-1,1
O=C(O)C1C2C=CC(O2)C1C(=O)Nc1ccccc1C(F)(F)F (stereo unspecified),-2,-3
COc1cc2c(cc1OC)CN(Cc1nc3ccsc3c(=O)[nH]1)CC2,0,0
Cc1cccc(NCc2ccccc2O)c1,-1,0
